# Screening results from PubChem.
# DDE Tn6 FP inh: DD(E)-Tn6 binding inhibition, primary FP screen; P02675; Fibrin DD(E) TRITC-Tn6 fluorescence polarization displacement; actives 0.21% (n = 370,000); inhibition, % at 8.3 µM;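 active means inhibition above a per-campaign cutoff: mean of compounds within control limits plus 3 SD, cut at about 15% in these data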;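 further: 0% = median of all compound wells on the plate and 100% = blocking peptide control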
# ASAP1 GAP inh: blocks human ASAP1-stimulated Arf1 GTP hydrolysis. GDP FP detection. inhibition, % at 16.5 µM. AID 624377. Q9ULH1. actives 0.19% (n = 360,000); in the data active means inhibition above about 25%;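 further: 0% = vehicle with enzyme and substrate and 100% = no enzyme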
# Tn7 DDE FP: inhibitors of Tn7 peptide binding to human fibrin DD(E); P02675; FP displacement of FITC-Tn7 peptide from fibrin DD(E); 0% = median of compound wells per plate; inhibition, % at 8.3 µM; actives 0.13% (n = 370,000); AID 720508;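 active means inhibition above the mean of compounds falling within the control limits plus 3 SD of them, cut at about 14% in these data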;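 further: 0% = plate median of compound wells and 100% = 10 µM Aha-Tn7 peptide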
#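 system = human fibrin DD(E) protein | quantity = DD(E) 2 µM final | medium = Tris/NaCl/CaCl2 buffer, pH 7.8 | also added = labelled Tn7 tracer, 0.1 µM | compound dosing = single point at 8.3 µM | timing = compound with protein 10 min, then 3 h after probe, room temperature | signal = FP measurement | benchmarks = Aha-Tn7 high control | repeats = one replicate per compound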
# PLC-beta3 inh: inhibitors of human phospholipase C beta3; Q01970; actives 0.18% (n = 370,000); inhibition, % at 12.2 µM; Purified PLC-beta3, fluorogenic substrate, fluorescence; in the data active means inhibition above about 11%;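 further: 0% = median of compound wells on plate and 100% = full blocker control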
# Target sequence (Q01970 whole entry, looked up): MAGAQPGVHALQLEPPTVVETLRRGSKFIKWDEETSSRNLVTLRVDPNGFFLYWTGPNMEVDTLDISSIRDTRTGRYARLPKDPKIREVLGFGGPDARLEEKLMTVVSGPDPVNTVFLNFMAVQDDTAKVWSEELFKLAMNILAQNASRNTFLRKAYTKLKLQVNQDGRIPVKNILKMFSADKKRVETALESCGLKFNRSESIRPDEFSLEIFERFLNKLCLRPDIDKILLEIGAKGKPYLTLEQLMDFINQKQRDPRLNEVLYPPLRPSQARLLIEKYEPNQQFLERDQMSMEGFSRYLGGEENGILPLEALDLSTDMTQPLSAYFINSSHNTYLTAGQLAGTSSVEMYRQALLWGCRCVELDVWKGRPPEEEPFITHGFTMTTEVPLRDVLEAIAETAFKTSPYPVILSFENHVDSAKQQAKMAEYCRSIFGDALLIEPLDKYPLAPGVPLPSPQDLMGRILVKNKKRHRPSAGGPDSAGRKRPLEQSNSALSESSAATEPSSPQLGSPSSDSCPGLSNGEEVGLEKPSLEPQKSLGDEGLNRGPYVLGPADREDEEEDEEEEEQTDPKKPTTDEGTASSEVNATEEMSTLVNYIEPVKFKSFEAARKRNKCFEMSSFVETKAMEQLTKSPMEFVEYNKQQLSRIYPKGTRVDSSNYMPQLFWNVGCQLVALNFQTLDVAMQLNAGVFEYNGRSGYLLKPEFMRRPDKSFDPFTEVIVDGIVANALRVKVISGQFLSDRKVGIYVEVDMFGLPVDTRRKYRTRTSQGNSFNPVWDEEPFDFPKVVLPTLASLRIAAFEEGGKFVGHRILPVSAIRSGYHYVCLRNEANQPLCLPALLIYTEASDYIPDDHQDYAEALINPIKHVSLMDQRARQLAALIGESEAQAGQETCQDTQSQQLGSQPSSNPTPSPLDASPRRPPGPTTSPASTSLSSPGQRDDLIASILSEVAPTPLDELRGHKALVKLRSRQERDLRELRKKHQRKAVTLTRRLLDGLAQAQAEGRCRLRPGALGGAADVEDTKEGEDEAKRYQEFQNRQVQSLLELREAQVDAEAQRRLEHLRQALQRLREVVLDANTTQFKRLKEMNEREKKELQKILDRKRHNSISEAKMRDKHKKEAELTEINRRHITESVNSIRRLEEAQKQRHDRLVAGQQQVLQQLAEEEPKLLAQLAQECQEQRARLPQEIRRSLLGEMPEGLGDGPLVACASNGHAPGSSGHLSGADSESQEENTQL
# KLK7 zymogen act: proKLK7 (human) activation, primary screen | P49862 | purified proKLK7, EDANS-DABCYL substrate fluorescence; 100% is mature enzyme control, 0% vehicle | activation, % at 7 µM | actives 0.9% (n = 370,000) | AID 652039;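 active means activation above the mean of all tested compounds plus 3 SD, computed per campaign excluding outliers beyond control limits, cut at about 13% in these data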
# MBD2 inh: blocks human MBD2 binding to methylated DNA | TR-FRET, MBD2 binding to methylated oligonucleotide | actives 0.31% (n = 370,000) | Q9UBB5 | inhibition, % at 4.4 µM; in the data active means inhibition above about 13%
# ADAM17 inh: inhibitors of human ADAM17; P78536; recombinant ADAM17, EDANS/DABCYL FRET peptide cleavage; inhibition, % at 6.95 µM; actives 0.83% (n = 370,000);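 active means inhibition above the mean of compounds lying between control limits plus 3 SD, set per campaign, cut at about 8.5% in these data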;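 further: 0% = DMSO-only wells as the low control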
# UHRF1 binding: human UHRF1 methylated DNA binding inhibitors; Q96T88; UHRF1 binding to methylated oligo, TR-FRET; inhibition, % at 4.4 µM; actives 0.75% (n = 370,000); AID 687016; in the data active means inhibition above about 21%;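 further: UHRF1 SRA domain binding a hemimethylated CpG hairpin DNA probe; 0% = median of test compound wells and 100% = reference inhibitor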
# ARFGAP1 inh: inhibits rat ARF GTPase activating protein 1; AID 651572; Arfgap1-stimulated ARF1 GTP hydrolysis, GDP FP detection; inhibition, % at 16.5 µM; actives 0.26% (n = 360,000);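 active means inhibition above a per-plate limit, mean inhibition of low control wells plus 3 SD, cut at about 25% in these data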;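 further: 0% = DMSO wells with enzyme and 100% = wells lacking Arfgap1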
#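 Material: truncated rat Arfgap1 GAP domain; Incubation: compound-enzyme preincubation 20 min, reaction 120 min, detection 60 min, 25 °C; Read-out: percent inhibition of Arfgap1-stimulated GTP hydrolysis; Technique: FP, GDP Alexa 633 tracer displaced from anti-GDP antibody, 620/688 nm; Controls: No-Arfgap1 wells (100%) versus DMSO full-reaction wells (0%); Replication: single well per compound.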
# PLCg1 inh: inhibitors of human phospholipase C gamma1 | purified PLC-gamma1, fluorogenic substrate, fluorescence | inhibition, % at 12.2 µM | actives 0.84% (n = 370,000) | AID 720700; in the data active means inhibition above about 9.5%
# * marks the source's active call; other numbers are inactive results. Compounds were not picked by outcome. About 4.1% of those tested had a hit in this group.
# Second line of a record – DDE Tn6 FP inh | ASAP1 GAP inh | Tn7 DDE FP | PLC-beta3 inh | KLK7 zymogen act | MBD2 inh | ADAM17 inh | UHRF1 binding | ARFGAP1 inh | PLCg1 inh
1. O=c1c2sccc2nc(SCc2cc(=O)n3cc(Cl)ccc3n2)n1Cc1ccccn1
  -3 | -6 | 2 | -25 | 0.6 | -2 | -7 | -2 | 3 | -15
2. CCC(C)NC(=O)CCCc1ccccc1 (configuration not stated)
  9 | 4 | 0 | 3 | 0.1 | -3 | 2 | 1 | 13 | 2
3. O=C(Nc1cccc(NC(=O)c2ccc(-c3ccc(Br)cc3)o2)c1)c1ccco1
  12 | 3 | 3 | -73 | 440* | 2 | -68 | -5 | 21 | -24
4. C[C@H]1CN([C@@H](C)CO)S(=O)(=O)c2ccc(Br)cc2O[C@H]1CN(C)C(=O)c1cnccn1
  -6 | -10 | -1 | 2 | 0.1 | -7 | 1 | -1 | -5 | 1
5. COc1cc2cc(CN(CCO)S(=O)(=O)c3ccccc3Cl)c(=O)[nH]c2cc1OC
  -5 | -4 | 6 | -71 | 1.0 | 2 | -124 | -3 | -6 | -46
6. S=C(NCCc1ccccc1)N/N=C/c1ccc(Cl)cc1
  2 | -2 | -4 | -7 | 0.3 | -2 | 4 | 0 | 8 | -1
7. Cc1sc2ncnc(N3CCC(C(=O)NNC(=O)COc4cccc(C(F)(F)F)c4)CC3)c2c1C
  -7 | 7 | 7 | -13 | -0.7 | 0 | -6 | -1 | 6 | -3
8. CSc1ccc(CN2CCC(n3nccc3NC(=O)CCCc3ccccc3)CC2)cc1
  6 | -1 | -6 | -8 | 0.9 | 5 | 3 | 3 | 17 | 8
9. Clc1cccc(-c2nnc3n2CCCCC3)c1
  -4 | -9 | 3 | -4 | -0.3 | 0 | -4 | 15 | -5 | -33
10. Cc1c(C(=O)OCC(=O)Nc2ccc(C(N)=O)cc2)cccc1[N+](=O)[O-]
  7 | 2 | 1 | 1 | -0.5 | 2 | -1 | 5 | 4 | -4
11. O=C(NCCCN1CCCC1=O)c1cccc(NS(=O)(=O)c2ccccc2)c1
  1 | -11 | 0 | -1 | -0.4 | 2 | -3 | 0 | 2 | 0
12. Cn1c(-c2sc3cc(C(F)(F)F)cnc3c2-c2ccccn2)n[nH]c1=S
  -12 | -1 | -2 | -15 | 0.5 | 9 | -3 | 6 | 8 | -15
13. O=C(NCc1cccnc1)c1cccc(S(=O)(=O)N2CCCC2)c1
  -8 | 3 | 2 | -8 | 0.1 | 4 | -6 | 5 | 4 | 3
14. COc1cccc(CC(=O)OCC(=O)NC(C)c2ccc(F)cc2)c1 (configuration not stated)
  4 | -4 | 0 | -8 | -1.4 | -4 | -4 | 1 | -10 | 2
15. CN(C)c1ccc(Cl)c(NC(N)=S)c1
  1 | -12 | 4 | -5 | -0.1 | -3 | -2 | -3 | 3 | -4
16. Cc1ccc(NC(=O)CNC(=O)c2cccc(Cl)c2)nc1
  -6 | -2 | 7 | -10 | 0.3 | -3 | -3 | -2 | 5 | 3
17. O=C(NCc1cccc(Br)c1)C1CC2Cn3c(nc4ccccc43)C2N1Cc1ccccc1 (configuration not stated)
  -7 | 11 | -1 | 1 | -0.4 | 1 | 2 | 2 | 0 | -1
18. N#Cc1ccc(-c2ccc(OCC(O)CN3CCCCC3)cc2)cc1 (configuration not stated)
  -3 | -3 | 1 | -7 | -0.8 | 1 | -12 | -4 | 7 | -3
19. Cc1ccc(S(=O)(=O)CC(CN2CCCCC2)N2CCCCC2)cc1 (configuration not stated)
  3 | -11 | 1 | 0 | 0.2 | 2 | 1 | 2 | 9 | -1
20. CCOC(=O)c1c(-c2ccccc2)nc2c(C)cccn12
  1 | 10 | 9 | -1 | 1.0 | 1 | 1 | -2 | 9 | 5

21: CC1CCN(C(=S)c2ccc(O)cc2)CC1
22: CC1CCCN(c2ncnc3c2cnn3-c2ccc(Cl)cc2)C1 (configuration not stated)
23: Cc1sc(NC(=O)/C=C/C(=O)O)c(C(N)=O)c1-c1ccc(C(C)(C)C)cc1
24: c1ccc2nc(N3CCOCC3)cnc2c1
25: CCn1c(SCC(=O)N2c3ccccc3Sc3ccccc32)nc2c1c(=O)n(C)c(=O)n2C
assay / compound	21	22	23	24	25
DDE Tn6 FP inh	3	6	0	-5	-4
ASAP1 GAP inh	-1	2	-9	2	5
Tn7 DDE FP	2	3	-2	-4	-4
PLC-beta3 inh	3	2	-79	-48	6
KLK7 zymogen act	0.1	-0.1	-1.3	5.3	-0.6
MBD2 inh	-3	-8	4	-3	-1
ADAM17 inh	-3	1	-7	-23	-6
UHRF1 binding	-6	-3	3	-1	2
ARFGAP1 inh	1	-2	-9	-7	18
PLCg1 inh	-1	4	-62	-28	1

# Grouped by structure, those above containing four or more nitrogen atoms (eight)
1: O=c1c2sccc2nc(SCc2cc(=O)n3cc(Cl)ccc3n2)n1Cc1ccccn1
4: C[C@H]1CN([C@@H](C)CO)S(=O)(=O)c2ccc(Br)cc2O[C@H]1CN(C)C(=O)c1cnccn1
7: Cc1sc2ncnc(N3CCC(C(=O)NNC(=O)COc4cccc(C(F)(F)F)c4)CC3)c2c1C
8: CSc1ccc(CN2CCC(n3nccc3NC(=O)CCCc3ccccc3)CC2)cc1
12: Cn1c(-c2sc3cc(C(F)(F)F)cnc3c2-c2ccccn2)n[nH]c1=S
17: O=C(NCc1cccc(Br)c1)C1CC2Cn3c(nc4ccccc43)C2N1Cc1ccccc1 (configuration not stated)
22: CC1CCCN(c2ncnc3c2cnn3-c2ccc(Cl)cc2)C1 (configuration not stated)
25: CCn1c(SCC(=O)N2c3ccccc3Sc3ccccc32)nc2c1c(=O)n(C)c(=O)n2C
assay / compound	1	4	7	8	12	17	22	25
DDE Tn6 FP inh	-3	-6	-7	6	-12	-7	6	-4
ASAP1 GAP inh	-6	-10	7	-1	-1	11	2	5
Tn7 DDE FP	2	-1	7	-6	-2	-1	3	-4
PLC-beta3 inh	-25	2	-13	-8	-15	1	2	6
KLK7 zymogen act	0.6	0.1	-0.7	0.9	0.5	-0.4	-0.1	-0.6
MBD2 inh	-2	-7	0	5	9	1	-8	-1
ADAM17 inh	-7	1	-6	3	-3	2	1	-6
UHRF1 binding	-2	-1	-1	3	6	2	-3	2
ARFGAP1 inh	3	-5	6	17	8	0	-2	18
PLCg1 inh	-15	1	-3	8	-15	-1	4	1

# Two records picked at random from the list so far:
23: Cc1sc(NC(=O)/C=C/C(=O)O)c(C(N)=O)c1-c1ccc(C(C)(C)C)cc1
25: CCn1c(SCC(=O)N2c3ccccc3Sc3ccccc32)nc2c1c(=O)n(C)c(=O)n2C
assay / compound	23	25
DDE Tn6 FP inh	0	-4
ASAP1 GAP inh	-9	5
Tn7 DDE FP	-2	-4
PLC-beta3 inh	-79	6
KLK7 zymogen act	-1.3	-0.6
MBD2 inh	4	-1
ADAM17 inh	-7	-6
UHRF1 binding	3	2
ARFGAP1 inh	-9	18
PLCg1 inh	-62	1
